Screening results deposited in PubChem BioAssay by National Center for Advancing Translational Sciences (NCATS).
Menin MLL FP TR: menin-MLL binding inhibition, Texas Red mutant peptide | Menin + Texas Red MLL mutant peptide, fluorescence polarization | Potency, µM (doses to about 61.6 µM), inactives show top-dose FP activity change, negative = inhibition, actives largely listed as inhibitors | 270,000 tested, 0.23% active | AID 1768; active = well fitted inhibition curve with a large enough effect in the polarisation, with a control signal flat, not every such curve was filed as active; inconclusive = small, poorly fitted or top-dose-only effect, or effect the other way, or a change in a side signal; inactive = no such curve, though single readings can be large or run the other way; the % refers to the polarisation; also: potency is read from the fitted curve at half-maximal effect; % of control where 0% means no effect; many of its hits are not listed in these tables
Target sequence (O00255 whole entry, looked up): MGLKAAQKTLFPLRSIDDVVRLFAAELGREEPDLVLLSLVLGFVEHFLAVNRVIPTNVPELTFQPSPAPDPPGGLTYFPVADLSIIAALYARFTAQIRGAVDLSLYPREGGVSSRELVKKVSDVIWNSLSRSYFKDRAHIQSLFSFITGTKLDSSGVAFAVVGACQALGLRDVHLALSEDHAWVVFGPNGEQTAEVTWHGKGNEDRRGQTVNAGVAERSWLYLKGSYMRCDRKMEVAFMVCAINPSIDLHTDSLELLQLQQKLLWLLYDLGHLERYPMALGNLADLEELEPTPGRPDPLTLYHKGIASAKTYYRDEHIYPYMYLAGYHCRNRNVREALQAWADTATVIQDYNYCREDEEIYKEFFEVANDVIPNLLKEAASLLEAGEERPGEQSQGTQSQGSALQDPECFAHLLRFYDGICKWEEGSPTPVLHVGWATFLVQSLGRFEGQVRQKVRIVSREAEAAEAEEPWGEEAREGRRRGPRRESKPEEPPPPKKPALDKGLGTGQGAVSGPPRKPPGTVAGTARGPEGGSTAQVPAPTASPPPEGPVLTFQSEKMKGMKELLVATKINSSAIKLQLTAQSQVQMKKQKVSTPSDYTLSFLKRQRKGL
Rab9 promoter act: activators of Rab9 promoter. Huh7 Rab9 promoter-luciferase reporter, luminescence, 24 h. Potency, µM (top dose mostly 9.22 µM), inactives show at the top dose activation, negative = inhibition, usual class: activators. 320,000 tested, 2.8% active; also: potency is read from the fitted curve at half-maximal effect; % of control where 0% means no effect; nearly all actives have a fitted effect of over 60% in size
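Luciferase signal after 10 min detection reagent at ambient indicates Rab9 promoter upregulation; stably transfected Huh7 cells were treated 24 h with compound in DMSO at 37 °C, 5% CO2.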
PKM2 activator: increases activity of human pyruvate kinase M2; Potency, µM (titrated, usually from 57.5 µM), for the others: at the top dose activation, usual class: activators; purified PKM2, Kinase-Glo ATP luminescence, activation; response scale: 0% is enzyme alone, no compound; 260,000 tested, 0.34% active; P14618; also: potency is read from the fitted curve at half-maximal effect; % is scaled to controls: 0 for no effect and ±100 for the full control effect; nearly all actives have a fitted effect of over 55% in size
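Kinase-Glo luminescence reports ATP generated from ADP (0.1 mM) and PEP (0.5 mM) by purified hPK-M2 after 1 h at room temperature, pH 7.2 imidazole buffer; intermediate enzyme activity allows detecting inhibitors and activators.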
ELG1 genotox: induces genotoxicity in HEK293T cells with luciferase-tagged ELG1; HEK293T ELG1-luciferase reporter, luminescence, 16 h; Potency, µM (titrated, usually from 46 µM), for inactives: at the highest dose activity change, positive = activation, actives largely listed as activators; 330,000 tested, 1.3% active; also: potency is read from the fitted curve at half-maximal effect; % of control where 0% means no effect; nearly all actives have a fitted effect of over 60% in size
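ELG1-luciferase HEK293T cells, 2,000/well; compound pinned in; 16 hr, 37 °C, 5% CO2; ONE-Glo, 30 min RT; luminescence on CCD imager.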
NPC1 promoter act: NPC1 promoter activation | Potency, µM (top dose mostly 9.22 µM), without a hit: at the highest dose activation, usual class: activators | 320,000 tested, 2.4% active | Huh7 NPC1 promoter luciferase reporter, 24 h;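 also: potency is read from the fitted curve at half-maximal effect; % of control where 0% means no effect; nearly all actives have a fitted effect of over 60% in size; reporter is driven by a mutant NPC1 promoter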
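Cells: Huh7 expressing luciferase under the NPC1 promoter, 1500/well. Seeded 2 h, compound added, incubated 24 h at 37 °C. Luciferase reagent, 10 min ambient, then luminescence.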
Gal4-VP16 FLuc: counter-screen for ROR gamma inhibitors: Gal4-VP16 reporter; Drosophila S2 Gal4-VP16 UAS-luciferase, luminescence, 20 h; Potency, µM (series often up to 53.6 µM), without a hit: at the top dose activity, negative = inhibition, usual class: inhibitors; 310,000 tested, 3.5% active; AID 2546;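 also: Gal4-VP16 expression switched on by copper sulfate through the metallothionein promoter; potency is read from the fitted curve at half-maximal effect; % is scaled to controls: 0 for no effect and ±100 for the full control effect; nearly all actives have a fitted effect of over 50% in size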
RORgamma inh: ROR gamma (mouse) transcription inhibition; Potency, µM (top dose mostly 53.6 µM), inactives show at the top dose activity change, negative = inhibition, actives largely listed as inhibitors; 310,000 tested, 5.4% active; P51450; AID 2551; Drosophila S2 Gal4-RORgamma UAS-luciferase reporter, 20 h; also: potency is read from the fitted curve at half-maximal effect; % is scaled to controls: 0 for no effect and ±100 for the full control effect; nearly all actives have a fitted effect of over 60% in size
Target sequence (P51450 whole entry, looked up, the tested form may be a part): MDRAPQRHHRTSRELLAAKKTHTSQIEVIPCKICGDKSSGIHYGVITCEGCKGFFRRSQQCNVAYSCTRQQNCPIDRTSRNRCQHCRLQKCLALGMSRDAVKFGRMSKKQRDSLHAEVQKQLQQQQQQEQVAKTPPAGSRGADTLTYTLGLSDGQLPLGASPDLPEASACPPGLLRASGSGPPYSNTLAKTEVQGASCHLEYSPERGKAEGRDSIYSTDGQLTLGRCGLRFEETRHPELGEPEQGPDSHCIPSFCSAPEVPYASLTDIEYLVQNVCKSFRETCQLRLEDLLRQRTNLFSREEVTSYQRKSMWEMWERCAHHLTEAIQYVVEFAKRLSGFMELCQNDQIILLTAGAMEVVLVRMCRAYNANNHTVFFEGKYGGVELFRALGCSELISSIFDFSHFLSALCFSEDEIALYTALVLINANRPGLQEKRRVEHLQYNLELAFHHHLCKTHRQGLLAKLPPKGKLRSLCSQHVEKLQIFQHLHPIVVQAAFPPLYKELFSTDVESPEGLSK
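ROR gamma transcriptional activity was tracked as Gal4-UAS luciferase output in stably transfected Drosophila Schneider cells, with compound added 1 hr before 700 uM copper sulfate induction and a 20 hr ambient-temperature incubation.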
FLuc counter: counter-screen for miR-21 project: firefly luciferase inhibitors or activators; P08659; purified FLuc, Km substrates, luminescence inhibition; Potency, µM (highest dose often 57.5 µM), without a hit: at the highest dose activity change, negative = inhibition, most hits filed as inhibitors; 360,000 tested, 6.9% active; AID 588342;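 also: potency is read from the fitted curve at half-maximal effect; plate controls were vehicle for no effect and reference inhibitor for full effect; nearly all actives have a fitted effect of over 55% in size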
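Purified P. pyralis luciferase, 10 nM final, with Km-level 10 uM D-luciferin and 10 uM ATP in 50 mM Tris acetate pH 7.5, 10 mM Mg acetate, 0.01% Tween-20, 0.05% BSA; 6-point qHTS titration about 60 µM downward; luminescence read.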
Giardia killer: Giardia lamblia killing. Giardia lamblia trophozoite viability. AID 540267. 340,000 tested, 0.15% active. activity change, % at 7.66 µM, hits read low; in the data active = activity change below about -80%; inconclusive = between about -30% and that limit;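 also: parasites exposed to compound for two days anaerobically before the ATP read; % is scaled to controls: 0 for no effect and ±100 for the full control effect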
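Luminescent ATP signal served as the viability read-out, measured 15-30 min after adding ATP detection reagent to trophozoites that had been incubated with compounds for 48 hrs at 37 deg C anaerobically at 100 cells/well.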
p53 reactivator: mutant p53 re-activation in reporter cells. H1299 p53-A138V BP100-luciferase reporter, luminescence, 24 h. Potency, µM (doses to about 92.2 µM), inactives show at the highest dose activity change, positive = activation, most hits filed as activators. 320,000 tested, 0.063% active. AID 504706; also: potency is read from the fitted curve at half-maximal effect; % of control where 0% means no effect; nearly all actives have a fitted effect of over 45% in size
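p53-null H1299 cells stably carrying temperature-sensitive p53-A138V and a BP100-luciferase reporter were pinned with compounds (4-point, 1:5 series) and held 24 hrs at 37 deg C. Luminescence was read 10 min after detection reagent.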
BRCA1 expr act: activators of BRCA1 expression. 380,000 tested, 1.1% active. AID 624202. Potency, µM (series often up to 46.1 µM), inactives show at the highest dose activation, usual class: activators. MCF7-BRCA1-FFLuc reporter, luminescence, 48 h; response scale: scaled: vehicle 0%, 10 µM genistein 100%; also: potency is read from the fitted curve at half-maximal effect; nearly all actives have a fitted effect of over 80% in size; some results filed as inactive show a strong effect at the top dose
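Cells: MCF7-BRCA1-FFLuc, 2000/well. Exposure: 48 h, 37 °C, 5% CO2. Read: luminescence, 15 min post-substrate. Controls: genistein 10 microM (maximal activation), DMSO (neutral).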
Active calls of the source: *; ? = inconclusive; . = not tested or not shown; & = joins results of further samples; [ ] = remark or other dose. Unless noted, calls follow the shape of the dose curve; as a rule, active = well fitted curve in the direction sought with a large enough effect; inconclusive = small, poorly fitted or top-dose-only effect, or another doubt; inactive = no such curve, though single readings can be large; an effect the other way counts as inactive or inconclusive. The list is partial, so the mix of outcomes need not match the whole.

SMILES	Menin MLL FP TR	Rab9 promoter act	PKM2 activator	ELG1 genotox	NPC1 promoter act	Gal4-VP16 FLuc	RORgamma inh	FLuc counter	Giardia killer	p53 reactivator	BRCA1 expr act
O=C(/C=C/c1ccc(OC(F)F)cc1)Nc1cccc(S(=O)(=O)NC2=NCCCCC2)c1	.	10%	-10%	-14%	2%	?	?	1.3µM*	-3	-4%	-17%
O=C(O)CC1(CC(=O)Nc2ccc(C(F)(F)F)cc2)CCCC1	2%	-6%	.	-3%	6%	-2%	-2%	?	-8	-1%	3%
CCCSc1nc2c(c(=O)[nH]c(=O)n2C)n1CCc1ccccc1	0%	-4%	0%	0%	-2%	6%	-14%	3%	-6	-1%	19%
O=C(COC(=O)C1CCN(S(=O)(=O)c2ccc(Cl)c(C(F)(F)F)c2)CC1)NCc1ccco1	.	4%	.	1%	-1%	.	.	-1%	-12	0%	-6%
COc1ccc(-c2noc(CSc3nc(-c4ccccc4)cc(=O)[nH]3)n2)cc1OC	?	2%	3%	1%	1%	?	?	-10%	-1	-7%	-10%
COc1ccccc1NC(=S)NCc1ccccn1	14%	-4%	-1%	1%	-2%	?	?	2%	-8	-2%	14%
Nc1nc(COC(=O)C2CC(=O)N(Cc3ccccc3Cl)C2)nc(Nc2ccccc2)n1 (configuration not stated)	.	-4%	.	3%	-4%	.	.	-2%	2	11%	-3%
NC(=O)COC(=O)c1cc(S(=O)(=O)N2CCN(c3ccccc3)CC2)ccc1Cl	6%	-1%	2%	2%	-10%	-10%	-13%	-3%	1	1%	-12%
Cc1ccc(NC(=O)COC(=O)c2cccc3c2C(=O)c2ccccc2C3=O)c(C)c1	0%	-5%	1%	-13%	-3%	-13%	-7%	6%	16	-7%	-64%[inhibitor]
CC(=O)c1cccc(NC(=O)c2cc(-n3cnnc3)ccc2Cl)c1	-11%	.	0%	.	.	-1%	5%	1%	6	.	-20%
COc1cccc(/C=N/Nc2nc3ccccc3n3cnnc23)c1O	-23%	-38%[inhibitor]	-9%	14%	-31%[inhibitor]	?	?	?	15	32µM*	-51%
CCC1CCCCN1C(=O)CSc1nc(N)c(NC(=O)c2ccc(OC)c(OC)c2)c(=O)[nH]1 (configuration not stated)	0%	1%	-2%	-9%	-2%	-18%	3%	-1%	-6	6%	5%
Cc1ccc(C)c(N2CCN(C(=O)c3cc(S(=O)(=O)N4CCOCC4)cn3C)CC2)c1	-1%	1%	1%	-4%	-5%	?	4%	0%	7	.	-5%
COc1cc(C(=O)O/N=C2\C=CC(=O)C(C)=C2)cc(OC)c1OC	-20%	13%	3%	14%	-2%	5.6µM*	5µM*	-5%	1	-10%	-19%
Cc1ccc(N2CC(C(=O)Nc3ccccc3C(=O)N3CCOCC3)CC2=O)cc1 (configuration not stated)	1%	8%	-7%	2%	-2%	.	.	0%	3	.	6%
Clc1ccccc1OCc1nnc(-c2ccccc2)o1	-7%	3.5µM*	1%	?	2.5µM*	-4%	-25%	11µM*	9	0%	?
O=C(N/N=C/c1ccc(OC(=O)c2ccc([N+](=O)[O-])cc2)cc1)c1cccnc1	1%	0%	-2%	6%	-5%	5%	-10%	-4%	-13	3%	22%
CC(=O)N1c2ccc(F)c(F)c2C[C@H]1C	.	-7%	.	-2%	-2%	.	.	-1%	19	0%	-2%
COc1c(C)cccc1C(=O)NCc1ccc2c(c1)OCO2	-15%	-3%	.	0%	7%	3%	10%	1%	16	8%	7%
C(#CCN1CCOCC1)COCCOC(c1ccccc1)c1ccccc1	.	-3%	0%	-1%	0%	5%	?	-1%	-11	2%	6%
COc1ccccc1Cn1c(/C=C/c2ccccc2)nc2ccccc21	3%	?	-1%	16%	18%	22µM*	?	3µM*	-25	?	4%
CCOc1cc(C(=O)N2CCc3cc(OC)c(OC)cc3C2)ccc1OC(F)F	-4%	-30%[inhibitor]	10%	-3%	-15%	-8%	9%	0%	.	-16%	.
COc1ccc(C(=O)NCC(=O)N/N=C/c2ccc(C)o2)cc1OC	-7%	5%	1%	6%	-2%	-6%	13%	-4%	35[activator]	-9%	-3%
CC(=O)c1ccc(N2CCN(S(=O)(=O)c3cccc4nonc34)CC2)cc1	.	-5%	-1%	0%	-5%	8%	41%	0%	7	4%	32%
COc1cccc(/C=C2\SC(=O)N(CCC(=O)NNC(=O)c3cccc(Cl)c3)C2=O)c1	?	9%	4%	23%	11%	?	?	9%	-4	12%	-4%
O=C(CSc1ncccc1C(=O)O)c1ccccc1	0%	17%	-10%	6%	11%	-5%	-11%	-16%	5	6%	34%
CC(C)OC(=O)c1ccc(NC(=O)c2ccccc2)cc1	11%	?	-4%	17%	4µM*	-1%	?	15µM*	-21	?	2.5µM*
COC(=O)c1cn(NC(=O)c2ccc([N+](=O)[O-])cc2Cl)c(=O)c2ccccc12	1%	-2%	2%	-5%	0%	3%	4%	-17%	-2	6%	-11%
FC(F)(F)c1nc2ccccc2[nH]1	.	0%	-1%	-4%	0%	-10%	-3%	-2%	-1	-1%	-30%
O=C(O)c1ccc(-c2ccco2)n1Cc1ccccc1	0%	0%	0%	-3%	1%	1%	-10%	1%	-1	-2%	14%
CCN(CC)S(=O)(=O)c1ccc2[nH]c(=O)cc(C(=O)Nc3ccc(C)c(S(=O)(=O)N(CC)CC)c3)c2c1	10%	0%	-1%	-5%	-1%	?	-5%	-2%	5	-8%	-49%
COc1ccc(C(CNC(=O)COc2ccccc2OC)N(C)C)cc1OC (configuration not stated)	-7%	0%	2%	2%	1%	-5%	1%	0%	1	3%	0%
CN1C(=O)c2cccc(NCCCCCCN3C(=O)c4ccccc4C3=O)c2C1=O	8%	-10%	0%	4%	-3%	0%	14%	-1%	22	-1%	-21%
Cc1cccc(NC(=O)c2ccccc2OCC(=O)c2ccc(F)cc2)c1	?	0%	6%	7%	1%	?	-18%	-5%	-2	15%	-17%
C=CCNC(=S)N1CCN(c2ccc([N+](=O)[O-])cc2)CC1	18%	1%	28%	-6%	-3%	-7%	?	1%	-18	-19%	-22%
Cc1c(/C=N/n2cnnc2)c2ccccc2n1C	12%	-3%	-1%	-3%	-2%	-17%[0.365 µM]	-19%	2%	-5	-6%	-3%
Nc1c(C=C2C=CC(=O)C=C2)c(=O)nc2sc(CC(=O)N3CCCC3)nn12	.	-1%	.	1%	9%	4%	-1%	-2%	14	5%	-6%
Cc1ccc(OCc2nnc(SCC(=O)CC(=O)Nc3ccccc3)o2)cc1	?	6%	1%	0%	3%	?	13µM*	?	-10	9%	2%
O=C(CC1CCCC1)NCCS(=O)(=O)N1CCN(c2ccc(F)cc2)CC1	.	0%	.	-5%	0%	.	.	5%	-6	-2%	2%
CCCCCCCCNC1=CC(=O)CC(C)(C)C1	.	12%	3%	2%	-5%	-20%	?	6%	8	0%	0%
Nc1ccc(C(=O)O)c(O)c1	0%&8%&-27%&-6%&-9%	0%&0%&-1%&1%	-1%&-10%&-1%	0%&1%&0%&0%	-1%&10%&-2%&-2%	-2%&0%&-10%&-11%&7%	-21%&-3%&-24%&2%&24%	-18%&-16%&1%&3%	-17&-1&-1	9%&11%&4%&0%	0%&38%&12%
O=S(=O)(NCC1CC1)c1ccc(F)c(Cl)c1	2%	1%	.	2%	-4%	2%	19%	-2%	13	0%	-14%
COc1cccc2c3c(c(=O)[nH]c12)CCC(C)(C)O3	-2%	15%	-2%	12%	1%	-24%	5%	?	3	9%	34%
CCCCn1c(N)c(N(CCOC)C(=O)c2cc(=O)[nH]c3ccccc23)c(=O)[nH]c1=O	.	-1%	.	-1%	1%	.	.	5%	9	7%	-4%

3 records drawn at random from the list so far, as already listed:
SMILES	Menin MLL FP TR	Rab9 promoter act	PKM2 activator	ELG1 genotox	NPC1 promoter act	Gal4-VP16 FLuc	RORgamma inh	FLuc counter	Giardia killer	p53 reactivator	BRCA1 expr act
COc1cc(C(=O)O/N=C2\C=CC(=O)C(C)=C2)cc(OC)c1OC	-20%	13%	3%	14%	-2%	5.6µM*	5µM*	-5%	1	-10%	-19%
O=C(CC1CCCC1)NCCS(=O)(=O)N1CCN(c2ccc(F)cc2)CC1	.	0%	.	-5%	0%	.	.	5%	-6	-2%	2%
O=C(COC(=O)C1CCN(S(=O)(=O)c2ccc(Cl)c(C(F)(F)F)c2)CC1)NCc1ccco1	.	4%	.	1%	-1%	.	.	-1%	-12	0%	-6%
